# CHRM4 agonist = agonists of human muscarinic M4 receptor (CHRM4); CHO-K1 hM4/Gqi5, Fluo-8 calcium fluorescence; vehicle 0%, full acetylcholine response 100%; activation, % at 3 µM; 360,000 tested, 0.14% active;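 active = activation above the run mean over all test wells plus 3 SD, cut at about 32% in these data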;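 also: peak over basal fluorescence ratio per well then scaled between controls; 0% = DMSO wells and 100% = acetylcholine at EC100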
# CHRM4 antagonist = antagonists of human muscarinic M4 receptor (CHRM4); P08173; CHO-hM4 cells, ACh EC80, Fluo-8 calcium fluorescence; inhibition, % at 3 µM; 360,000 tested, 0.73% active;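 active = inhibition above its plate's cutoff, the mean inhibition of sample wells plus 3 SD, cut at about 27% in these data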;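 also: 0% = acetylcholine EC80 with DMSO and 100% = DMSO without agonist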
# CHRM1 PAM = human CHRM1 positive allosteric modulation; activation, % at 3 µM; CHO-K1 hM1, Fluo-8 calcium fluorescence, ACh EC20; 0% = ACh EC20, 100% = maximal ACh; P11229; 360,000 tested, 0.088% active; AID 588819; in the data active = activation above about 19%, passing the limit was not always enough
# Target sequence (P11229 whole entry, looked up): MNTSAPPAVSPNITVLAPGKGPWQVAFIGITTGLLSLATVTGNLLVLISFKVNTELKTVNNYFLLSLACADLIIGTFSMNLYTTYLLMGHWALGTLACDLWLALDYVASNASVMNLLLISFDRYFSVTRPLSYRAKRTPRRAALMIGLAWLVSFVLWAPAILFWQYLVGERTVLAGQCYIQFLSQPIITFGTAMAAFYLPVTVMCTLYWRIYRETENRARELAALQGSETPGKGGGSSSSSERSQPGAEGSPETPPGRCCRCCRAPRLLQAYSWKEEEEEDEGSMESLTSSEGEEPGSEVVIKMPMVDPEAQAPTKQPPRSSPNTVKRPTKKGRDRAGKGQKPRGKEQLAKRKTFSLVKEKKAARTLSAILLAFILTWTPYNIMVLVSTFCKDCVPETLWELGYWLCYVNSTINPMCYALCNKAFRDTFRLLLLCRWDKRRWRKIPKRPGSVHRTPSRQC
# CHRM1 antagonist = antagonists of human M1 muscarinic receptor. AID 588852. CHO-K1 hM1, Fluo-8 calcium fluorescence, ACh EC80 antagonist. 360,000 tested, 1.3% active. P11229. inhibition, % at 3 µM;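 active = percent inhibition above its own plate's cutoff, namely the mean of that plate's compound wells plus 3 SD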;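 also: peak over basal fluorescence ratio during 140 s after agonist addition; 0% = ACh EC80 plus DMSO and 100% = DMSO alone without agonist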
# CHRM5 antagonist = CHRM5 antagonism in calcium assay; P08912; CHO-hM5 cells, Fluo-8 calcium fluorescence, ACh EC80; inhibition, % at 3 µM; 360,000 tested, 0.59% active;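 active = inhibition above a per-plate cutoff, the mean of that plate's test compounds plus 3 SD, cut at about 27% in these data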;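 also: 0% = acetylcholine EC80 with DMSO and 100% = DMSO without agonist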
# Target sequence (P08912 whole entry, looked up): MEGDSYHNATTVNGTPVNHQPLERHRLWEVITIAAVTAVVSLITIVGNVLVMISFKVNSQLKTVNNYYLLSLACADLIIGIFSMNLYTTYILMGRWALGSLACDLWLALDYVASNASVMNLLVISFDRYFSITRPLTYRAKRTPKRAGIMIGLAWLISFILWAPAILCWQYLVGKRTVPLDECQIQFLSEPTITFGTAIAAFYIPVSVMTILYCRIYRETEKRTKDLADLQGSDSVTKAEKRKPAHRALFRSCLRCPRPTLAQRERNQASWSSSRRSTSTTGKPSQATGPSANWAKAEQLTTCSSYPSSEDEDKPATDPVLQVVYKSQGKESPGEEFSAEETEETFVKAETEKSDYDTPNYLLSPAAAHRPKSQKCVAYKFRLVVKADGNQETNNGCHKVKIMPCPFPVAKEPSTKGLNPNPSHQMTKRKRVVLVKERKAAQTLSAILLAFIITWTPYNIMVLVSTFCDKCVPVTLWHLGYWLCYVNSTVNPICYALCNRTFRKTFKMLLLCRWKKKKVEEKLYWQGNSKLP
# CHRM1 agonist = human M1 muscarinic receptor agonism; 360,000 tested, 0.33% active; CHO-K1 hM1, Fluo-8 calcium fluorescence, agonist mode; 0% DMSO, 100% acetylcholine EC100; activation, % at 3 µM;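 active = activation above the run's mean compound activation plus 3 SD, cut at about 16% in these data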;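 also: peak over basal fluorescence ratio within a 140 s kinetic read after compound addition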
# TAAR1 agonist = agonists of human TAAR1 | Q96RJ0 | CHO RD-HGA16 TAAR1, Fluo-8 calcium fluorescence; vehicle wells 0%, saturating PEA agonist 100% | activation, % at 3 µM | 360,000 tested, 0.99% active | AID 624467;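 active = activation above the mean activation of all test compounds in the run plus 3 SD, cut at about 38% in these data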
#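 Repeats: no replicates (n 1) | Material: CHO-derived RD-HGA16 cells with stable Gα16 and human TAAR1 | Technique: Kinetic Fluo-8 calcium fluorescence | Schedule: 17-24 h seeding, 75 min 37 °C dye, 30 min RT | Evaluation: % activation from peak over basal fluorescence ratio, DMSO-to-PEA scaled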
# CHRM5 agonist = agonists of human muscarinic M5 receptor (CHRM5); 360,000 tested, 0.19% active; CHO-K1 hM5 cells, Fluo-8 calcium fluorescence; 0% DMSO wells, 100% maximal acetylcholine response; activation, % at 3 µM; AID 624037;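 active = activation above the run's mean over test compounds plus 3 SD, cut at about 23% in these data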;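 also: signal is peak over basal fluorescence ratio across the kinetic read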
# CHRM5 PAM = CHRM5 positive allosteric modulation. P08912. CHO-K1 hM5, Fluo-8 calcium, ACh EC20 PAM; 0% = ACh EC20, 100% = ACh EC100. activation, % at 3 µM. 360,000 tested, 0.3% active;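 active = activation above the run cutoff, the mean activation of all test compounds plus 3 SD, cut at about 18% in these data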
#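 Replicates: One well per compound, no replicates | System: Human M5 receptor in CHO-K1 cells | Benchmarks: Low control EC20 acetylcholine (0%), high control EC100 acetylcholine (100%) | Probe or stimulus: Acetylcholine, EC20 level | Times: Fluo-8 loading 80 min at 37 °C plus 30 min room temperature | Signal: Intracellular calcium via Fluo-8 fluorescence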
# Starred values were filed as active, the others as inactive.
no.	molecule	CHRM4 agonist	CHRM4 antagonist	CHRM1 PAM	CHRM1 antagonist	CHRM5 antagonist	CHRM1 agonist	TAAR1 agonist	CHRM5 agonist	CHRM5 PAM
1	O=C(NCC(c1cccs1)N1CCOCC1)c1cc([N+](=O)[O-])ccc1Cl (stereo unspecified)	2	-4	9	-7	2	-9	7	-3	-7
2	CC(=O)N(c1ccccc1C)C1CCCC1	1	-1	12	-15	0	-10	1	-2	-2
3	COc1ccc(CC(=O)Nc2cc(C)on2)cc1OC	0	-5	4	-4	2	-3	7	-3	-5
4	Cc1ccc(S(=O)(=O)N2CCN(C(=O)c3cc(S(=O)(=O)N(C)C)ccc3N3CCCC3)CC2)c(C)c1	15	-3	-2	-6	6	-6	3	-2	-7
5	N#CCCn1cc(/C=N/N=C2\NC(=O)C(CC(=O)O)S2)c(-c2ccc(F)cc2)n1 (stereo unspecified)	1	5	8	-18	-12	1	0	6	15
6	O=C(NCCc1ccccn1)c1n[nH]c(=O)c2ccccc12	0	1	10	-7	-8	-4	5	0	9
7	CCN(CC)c1ccc(NC(=O)CN(C)Cc2cccs2)cc1	1	6	-9	0	18	-13	7	-5	-2
8	COc1ccc(-n2c(=O)n(Cc3ccccc3)c(=O)c3[nH]cnc32)cc1	0	-4	3	-5	5	-2	3	0	11
9	Cn1c(=O)[nH]c(=O)c2c1nc(Br)n2CC(O)COc1ccccc1 (stereo unspecified)	1	-6	4	-28	-6	4	0	3	2
10	COc1cc(Cl)ccc1OC1(C)CCN(Cc2cccc(OC)c2OC)C1 (stereo unspecified)	3	2	-8	-6	2	-8	5	-2	-6
11	CCCNC(=O)c1cccc(Cn2nc(C)c(Br)c2C)c1	5	-2	2	-25	0	-2	7	0	0
12	O=C(CSCc1ccccc1)NCc1ccc2c(c1)OCO2	0	-3	2	-2	3	-3	3	-4	-13
13	CN(C)C(CNC(=O)Nc1cccc(Cl)c1)c1cccnc1 (stereo unspecified)	2	4	5	-4	-5	-3	12	-7	-3
14	O=C(N=Nc1c(O)[nH]c2ccccc12)c1ccc(CN2CCOCC2)cc1	9	-4	-7	2	-2	-10	2	3	-3
15	O=C(Cn1ccc(NC(=O)OCc2ccccc2)nc1=O)NCC1CCCO1 (stereo unspecified)	0	-5	9	-6	-13	-3	1	5	11
16	CC(C)Oc1ccc(C(=O)Nc2nnc(C3=COCCO3)o2)cc1	1	2	4	-2	0	-3	2	1	1
17	CC(=O)N1CCN(c2ccc(NC(=O)c3ccc(Br)o3)cc2Cl)CC1	8	10	-1	-4	12	-3	6	-6	-10
18	CSCCC(NC(=O)c1ccccc1)C(=O)N1CCN(Cc2ccc(Cl)cc2)CC1 (stereo unspecified)	17	26	-15	31*	16	7	13	0	-28
19	COc1ccc2[nH]c(C(=O)O)c(CCC(=O)O)c2c1	0	-1	-2	6	1	-1	2	-1	-5
20	Cc1ccccc1C(=O)Oc1ccc(Cl)cc1C(=S)N1CCOCC1	0	-10	20	-16	5	4	-3	-3	5

# Ordered by length of the SMILES (lowest first): 12 of the compounds above.
no.	molecule	CHRM4 agonist	CHRM4 antagonist	CHRM1 PAM	CHRM1 antagonist	CHRM5 antagonist	CHRM1 agonist	TAAR1 agonist	CHRM5 agonist	CHRM5 PAM
2	CC(=O)N(c1ccccc1C)C1CCCC1	1	-1	12	-15	0	-10	1	-2	-2
12	O=C(CSCc1ccccc1)NCc1ccc2c(c1)OCO2	0	-3	2	-2	3	-3	3	-4	-13
11	CCCNC(=O)c1cccc(Cn2nc(C)c(Br)c2C)c1	5	-2	2	-25	0	-2	7	0	0
7	CCN(CC)c1ccc(NC(=O)CN(C)Cc2cccs2)cc1	1	6	-9	0	18	-13	7	-5	-2
6	O=C(NCCc1ccccn1)c1n[nH]c(=O)c2ccccc12	0	1	10	-7	-8	-4	5	0	9
16	CC(C)Oc1ccc(C(=O)Nc2nnc(C3=COCCO3)o2)cc1	1	2	4	-2	0	-3	2	1	1
10	COc1cc(Cl)ccc1OC1(C)CCN(Cc2cccc(OC)c2OC)C1 (stereo unspecified)	3	2	-8	-6	2	-8	5	-2	-6
15	O=C(Cn1ccc(NC(=O)OCc2ccccc2)nc1=O)NCC1CCCO1 (stereo unspecified)	0	-5	9	-6	-13	-3	1	5	11
17	CC(=O)N1CCN(c2ccc(NC(=O)c3ccc(Br)o3)cc2Cl)CC1	8	10	-1	-4	12	-3	6	-6	-10
18	CSCCC(NC(=O)c1ccccc1)C(=O)N1CCN(Cc2ccc(Cl)cc2)CC1 (stereo unspecified)	17	26	-15	31*	16	7	13	0	-28
5	N#CCCn1cc(/C=N/N=C2\NC(=O)C(CC(=O)O)S2)c(-c2ccc(F)cc2)n1 (stereo unspecified)	1	5	8	-18	-12	1	0	6	15
4	Cc1ccc(S(=O)(=O)N2CCN(C(=O)c3cc(S(=O)(=O)N(C)C)ccc3N3CCCC3)CC2)c(C)c1	15	-3	-2	-6	6	-6	3	-2	-7

# Later entries:
no.	molecule	CHRM4 agonist	CHRM4 antagonist	CHRM1 PAM	CHRM1 antagonist	CHRM5 antagonist	CHRM1 agonist	TAAR1 agonist	CHRM5 agonist	CHRM5 PAM
21	CC(=O)c1cccc(Nc2ccc(-c3ccccc3F)nn2)c1	6	-8	2	-2	7	-4	3	-2	-5
22	Cc1cc(NC(=O)CSc2nnc(-c3ccc(Cl)s3)o2)no1	2	-7	-3	-15	-5	-1	6	-3	0
23	Cc1noc(C)c1C(=O)OCC(=O)NC1CC1	0	12	-6	14*	2	0	1	1	3
24	CCSc1ccccc1C(=O)Nc1nncs1	1	0	8	-8	-5	-3	8	-6	-1
25	Cc1nn(-c2ccccc2)c(Cl)c1C(=O)NCc1ccccc1F	1	4	8	-10	8	-2	1	-4	-2
26	O=C(CCN1C(=O)c2ccccc2C1=O)Nn1cnnc1	1	-14	9	-41	-7	-1	5	0	4
27	CCc1nnc2n1N=C(c1ccc(Cl)cc1)CS2	-3	0	3	-11	2	-4	3	-7	3
28	CC(=O)c1c(C)[nH]c(C(=O)OC(C)C(=O)Nc2cc(S(=O)(=O)N3CCCCC3)ccc2Cl)c1C (stereo unspecified)	1	-4	-4	5	5	-4	4	1	-2
29	CCOC(=O)CSc1nnc(-c2ccc([N+](=O)[O-])cc2)o1	2	-6	4	0	-6	-7	12	-1	0
30	Cc1ccc(NC(=S)N2CCC(N(C)CC3CCCO3)CC2)c(C)c1 (stereo unspecified)	0	-2	3	-3	6	-7	0	-5	-7
31	NC(=O)CC(NC(=O)c1ccc(Br)cc1)c1ccc(NC2CCCCC2)c([N+](=O)[O-])c1 (stereo unspecified)	1	-4	2	37	8	-8	9	-2	2
32	CCC(C)N(C(=O)COC(=O)CCc1c[nH]c2ccccc12)C1CCS(=O)(=O)C1 (stereo unspecified)	4	-10	6	-9	-14	-3	3	-3	-2
33	Cc1ccc2c(Cl)cc(Cl)c(OCC(=O)N3CCCC3)c2n1	2	2	6	-8	3	-5	5	-3	6
34	Cc1cc(N=Nc2ccccc2)cc(C)c1NC(=O)C(F)(F)F	0	-12	8	-23	-12	-8	-3	-5	2
35	CN(CC(=O)Nc1cccc(F)c1)C(=O)c1cccc(S(=O)(=O)N2CC3(C)CC2CC(C)(C)C3)c1 (stereo unspecified)	4	2	1	-4	11	-4	4	0	-4
36	COc1ccc2cc(CCNC(=O)c3cccc([N+](=O)[O-])c3)c(=O)[nH]c2c1	7	-12	-8	6	5	-9	6	1	-11
37	COc1ccc(/C=C/C(=O)O/N=C(\N)c2cccnc2)cc1OC	1	-7	10	-17	0	-3	1	0	4
38	Cc1ccccc1-c1nc(-c2ccccn2)no1	1	-1	16	-5	-8	-7	3	-3	-3
39	COc1cccc2c1Oc1ncccc1N(C(=O)CCC(=O)NCc1cccc(C)c1)C2	2	0	5	-5	-2	-5	2	-2	-2
40	Cc1cc(C)cc(C(=O)N(NC(=O)Nc2ccc(Cl)cc2)C(C)(C)C)c1	11	3	-9	14	1	3	29	4	-4

# Look-ups from above:
# Under TAAR1 agonist, CCSc1ccccc1C(=O)Nc1nncs1 has 8
# Under CHRM5 agonist, CC(=O)c1cccc(Nc2ccc(-c3ccccc3F)nn2)c1 has -2

# Next records.
no.	molecule	CHRM4 agonist	CHRM4 antagonist	CHRM1 PAM	CHRM1 antagonist	CHRM5 antagonist	CHRM1 agonist	TAAR1 agonist	CHRM5 agonist	CHRM5 PAM
41	COc1ccc(S(=O)(=O)Nc2ccc3c(c2)C(=O)N([C@H](C)CO)C[C@H](C)[C@@H](CN(C)S(=O)(=O)c2cn(C)cn2)OCCCC[C@H](C)O3)cc1	1	0	8	-8	-6	-6	2	0	3
42	CC(=O)c1ccc(N2CCN(C(=O)c3cc4c(C)nc5ccccc5c4o3)CC2)cc1	6	-1	-2	4	-2	-1	10	-1	0
43	Cc1nc([N+](=O)[O-])cn1-c1ccc(N)cc1	0	7	8	-5	5	-6	12	0	-2
44	COCCNC(=S)Nc1cc(OC)c(OC)cc1C#N	1	5	2	2	1	-2	8	-1	-1
45	C[C@@H]1CN([C@@H](C)CO)C(=O)c2c(c3ccccc3n2C)-c2ccccc2CO[C@H]1CN(C)C(=O)[C@H](C)c1ccccc1	-2	-21	2	-13	0	-9	1	-3	-2
46	COc1ccc(C(=O)C2CCCN(C(=O)C3=CCCC3)C2)cc1OC (stereo unspecified)	7	0	9	-17	5	-3	5	-3	-1
47	CN(C)S(=O)(=O)N1CCC(Oc2ccc(C(=O)NCCc3cscn3)cc2)CC1	5	-7	6	-5	-3	-2	4	-1	4
48	C[C@]1(CC/C(=C/CO)CO)[C@H](CO)CC[C@@]23COC(=O)C2=CCC[C@@H]31	1	-18	4	-7	0	-2	1	1	1
49	O=C(Nc1cccc(-c2cccc(Cl)c2)c1)C1CCN(Cc2ccccn2)CC1	6	-5	5	-13	7	-4	20	-7	0
50	O=C(NCC1CCN(Cc2cccc(Cl)c2)CC1)Nc1ccc(Cl)cc1	18	-11	-2	-2	10	-4	30	3	-4
51	CC(=O)N/C(=C/c1ccc(OS(=O)(=O)c2ccc(C)cc2)cc1)C(=O)NCCCO	1	2	17	-21	13	-1	-1	-3	-8
52	COc1ccc(C(=O)/C=C/Nc2ccc(S(=O)(=O)Nc3onc(C)c3C)cc2)cc1	1	1	-9	14	1	-2	2	1	0
53	COc1ccc(OC)c(C(=O)c2coc3ccc(OC)cc23)c1	2	-17	-3	1	-1	-3	0	-6	-2
54	N#Cc1cnn2ccc(-c3ccc4c(c3)CCC4)nc12	5	-11	12	-13	7	-6	-2	-5	8
55	O=C(NCc1csc2ccc(Cl)cc12)Nc1cccc2ccccc12	0	3	-1	3	14	-4	2	4	-6
56	Cc1ccc(-c2nc(CS(=O)(=O)CC(=O)N3CCCCCC3)c(C)o2)cc1	6	-23	14	-26	-10	6	-1	1	-5

# Screening data from PubChem BioAssay.

# Only part of the results is shown, so the mix of outcomes need not match the whole.
